12-LOX inh = Primary qHTS assay for inhibitors of human arachidonate 12S-lipoxygenase (ALOX12): Round 2 | Polyunsaturated fatty acid lipoxygenase ALOX12 (Homo sapiens), P18054 | purified 12hLO, xylenol orange hydroperoxide absorbance | Potency, µM (doses to about 108 µM), inactives show at the highest dose activity change, negative = inhibition, hits mostly inhibitors | hit rate 1.1% among 580,000; note: potency is the fitted concentration of half-maximal effect; % is set by controls: 0 for no effect and ±100 for the full control effect
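Purified human 12hLO (150 nM final) in 25 mM Hepes, 0.01% Triton X-100, pH 7.0 was preincubated 15 min at room temperature with compound. Then 40 uM arachidonic acid was added, 30 min. Hydroperoxide was read by Fe-XO absorbance ratio 573/405 nm.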
RGS4 inh = Inhibitors of Regulator of G Protein Signaling (RGS) 4: qHTS; hit rate 0.039% among 390,000; Transcreener GDP fluorescence polarization, RGS4-accelerated GTP hydrolysis; AID 504845, 2011; Potency, µM (doses to about 114 µM), without a hit: top-dose activity change, negative = inhibition, usual class: inhibitors; Regulator of G-protein signaling 4 (Homo sapiens), P49798; note: potency is the fitted concentration of half-maximal effect; % is set by controls: 0 for no effect and ±100 for the full control effect; nearly all actives have a fitted effect of over 75% in size; some results filed as inactive show a strong effect at the top dose
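MLSMR compounds (23 nl, pin-transferred) preincubated 10 min at room temperature with a 500nM (2x) first reagent, then RGS4 at 900nM (2x) plus Transcreener GDP mix added; fluorescence polarization (620/688 nm) read before and after 90 min at 30 °C.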
Vif-A3F inh = qHTS for Inhibitors of Vif-A3F Interactions: qHTS; HeLa A3F-eYFP + Vif (tagged APOBEC3F with the HIV-1 protein that degrades it), YFP fluorescence increase; Potency, µM (doses to about 46.1 µM), for the others: at the top dose activity, negative = active; hit rate 0.2% among 390,000; note: potency is the fitted concentration of half-maximal effect; % of control where 0% means no effect; nearly all actives have a fitted effect of over 65% in size
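HeLa cells stably expressing A3F-eYFP plus Vif, plated and incubated overnight at 37 deg C, then exposed to compounds overnight at 37 deg C. Blocked degradation read as raised yellow fluorescence (Ex 488/Em 500-530).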
LDHA block = qHTS assay for inhibitors of human lactate dehydrogenase; purified LDHA, NADH/diaphorase-resazurin fluorescence; active compounds read low; activity change, % (values are at about 110 or 230 µM); hit rate 0.15% among 480,000; AID 1347041, 2019; in the data active = activity change below about -30%; inconclusive = mostly about -25% to -30%;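 note: plate controls were DMSO wells for no effect and wells without enzyme for full effect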
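Resorufin fluorescence (ex540/em590), read at 0 and 20 min after diaphorase/resazurin addition, reports the NADH left after a 5 min room-temperature reaction of 2 nM human LDH5 with 0.06 mM NADH and 0.2 mM pyruvate.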
D2 ag = HTS Assay for Allosteric Agonists of the Human D2 Dopamine Receptor: Primary Screen for Agonists; D(2) dopamine receptor (Homo sapiens), P14416; HEK293 T-REx D2 cells, calcium flux agonist mode; activation, % at 2 µM; hit rate 0.53% among 340,000; AID 485358, 2010;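 active = activation over 3 SD above normal in the single-dose calcium agonist read, cut at about 30% in these data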; note: 0% is about no effect
Target sequence (P14416 whole entry, looked up): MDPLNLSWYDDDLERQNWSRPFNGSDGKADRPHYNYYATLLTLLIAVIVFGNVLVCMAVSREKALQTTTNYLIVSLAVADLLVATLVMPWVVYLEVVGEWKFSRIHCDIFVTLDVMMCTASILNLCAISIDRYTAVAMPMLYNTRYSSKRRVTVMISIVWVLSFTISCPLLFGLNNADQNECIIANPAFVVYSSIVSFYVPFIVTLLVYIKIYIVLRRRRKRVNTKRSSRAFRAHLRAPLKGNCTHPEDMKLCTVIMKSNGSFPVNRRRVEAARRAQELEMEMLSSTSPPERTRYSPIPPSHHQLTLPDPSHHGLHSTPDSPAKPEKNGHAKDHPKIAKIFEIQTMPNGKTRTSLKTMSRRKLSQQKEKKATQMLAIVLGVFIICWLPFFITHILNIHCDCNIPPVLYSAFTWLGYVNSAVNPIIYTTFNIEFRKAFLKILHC
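Calcium-flux readout, 1 cycle/sec over 180 s following compound pin transfer, in inducible HEK293 Trex D2 cells (force-coupled); dopamine controls included. Positive calcium responses during this window marked compounds as potential agonists.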
ERG Ets-DNA blk = qHTS for Small Molecule Inhibitors of the ERG Ets/DNA interaction; AID 624246, 2012; Transcriptional regulator ERG (Homo sapiens), P11308; fluorescence polarization, His-ERG Ets domain / labelled DNA; Potency, µM (titrated, usually from 76.9 µM), without a hit: top-dose FP activity, negative = inhibition, hits mostly inhibitors; hit rate 0.028% among 370,000; active = well fitted inhibition curve with a large enough effect in the polarisation, with a control signal flat; inconclusive = small, poorly fitted or top-dose-only effect, or effect the other way, or a change in a side signal; inactive = no such curve, though single readings can be large or run the other way; the % refers to the polarisation;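 note: polarization taken with two DNA probes labelled with fluorescein and Texas red; potency is the fitted concentration of half-maximal effect; % of control where 0% means no effect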
Target sequence (P11308 whole entry, looked up, the tested form may be a part): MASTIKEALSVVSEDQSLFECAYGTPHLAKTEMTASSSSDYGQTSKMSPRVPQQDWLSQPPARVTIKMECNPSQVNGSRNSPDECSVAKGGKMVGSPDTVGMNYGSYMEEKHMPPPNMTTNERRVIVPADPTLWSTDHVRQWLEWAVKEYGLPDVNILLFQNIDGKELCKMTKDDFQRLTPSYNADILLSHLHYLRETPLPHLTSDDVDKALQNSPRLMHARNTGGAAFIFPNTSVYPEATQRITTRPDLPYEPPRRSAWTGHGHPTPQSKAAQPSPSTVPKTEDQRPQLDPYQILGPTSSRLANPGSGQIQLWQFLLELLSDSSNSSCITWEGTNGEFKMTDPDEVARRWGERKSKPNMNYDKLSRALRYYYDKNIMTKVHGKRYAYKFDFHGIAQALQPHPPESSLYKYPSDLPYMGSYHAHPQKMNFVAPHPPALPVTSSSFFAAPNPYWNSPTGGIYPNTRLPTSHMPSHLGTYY
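His-tagged ERG Ets domain (1 uM in the protein solution; 300mM KCl, 50mM Tris-HCl, 1mM EDTA, 1mM DTT, pH 7.5) received compound, then a probe mix of 5 nM fluorescein-DNA and 100nM Texas-615-DNA. Fluorescence polarization was read for both dyes.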
Glioma ERSR ind = qHTS for Inducers of the Endoplasmic Reticulum Stress Response (ERSR) in Human Glioma: qHTS. Potency, µM, without a hit: at the top dose activation, most hits filed as activators. hit rate 0.02% among 420,000. U87-MG GRP78 promoter luciferase reporter, 16 h; note: potency is the fitted concentration of half-maximal effect; series mostly up to about 76 µM; % of control where 0% means no effect; nearly all actives have a fitted effect of over 35% in size
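ERSR induction read as luciferase luminescence (Bright-Glo, 10 min at room temperature) in stably transfected human U87-MG glioma cells exposed to compounds for 16 h, using GRP78 as sensor.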
D2 antagonist = HTS Assay for Allosteric Antagonists of the Human D2 Dopamine Receptor: Primary Screen for Antagonists; D(2) dopamine receptor (Homo sapiens), P14416; HEK293 TREx D2 cells, calcium flux, dopamine EC80; inhibition, % at 10 µM; hit rate 2% among 340,000; AID 485344, 2010; in the data active = inhibition above about 30%; note: 0% is about no effect
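In this primary screen, negative modulation is detected by tracking calcium flux after an EC80 dopamine challenge in inducible HEK293 T-REx D2 cells preexposed to test compound for 180 s.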
Vif-A3G inh = qHTS for Inhibitors of Vif-A3G Interactions: qHTS | HeLa A3G-eYFP + Vif (tagged APOBEC3G with the HIV-1 protein that degrades it), YFP fluorescence, overnight | Potency, µM (titrated, usually from 46.1 µM), without a hit: at the top dose activity, negative = active, usual class: inhibitors | hit rate 0.076% among 410,000 | AID 602310, 2012;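 note: potency is the fitted concentration of half-maximal effect; % is set by controls: 0 for no effect and ±100 for the full control effect; nearly all actives have a fitted effect of over 60% in size; hits raise eYFP signal because A3G escapes Vif-driven loss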
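HeLa cells stably expressing Vif and C-terminally eYFP-tagged A3G, seeded overnight at 37 deg C, then exposed to compound by pintool overnight at 37 deg C. Rise in yellow fluorescence (Ex 488/Em 500-530, Acumen) marks blocked Vif-driven A3G degradation.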
Starred values were filed as active, the others as inactive; ? = inconclusive; . = no result given; & = joins results of further samples; [ ] = remark or other dose. Unless noted, calls come from the whole dose curve; as a rule, active = well fitted curve in the direction sought with a large enough effect; inconclusive = small, poorly fitted or top-dose-only effect, or another doubt; inactive = no such curve, though single readings can be large; an effect the other way counts as inactive or inconclusive. Only part of the results is shown. The share of hits here may be higher or lower than overall.

SMILES	12-LOX inh	RGS4 inh	Vif-A3F inh	LDHA block	D2 ag	ERG Ets-DNA blk	Glioma ERSR ind	D2 antagonist	Vif-A3G inh
CCn1c(/C=C/c2ccc(O)c(O)c2)nc2ccccc2c1=O	14µM*	-47%	-16%	10	2.1	2%	2%	9	?
CC(NC(=O)C12CC3CC(CC(C3)C1)C2)C(=O)N/N=C/C1=C(N2CCOCC2)C(=C\c2cccc([N+](=O)[O-])c2)/CC1 (stereo not given)	-18%	5%	-11%	0	.	3%	-1%	.	0%
COc1cccc(-n2c(SCc3ccc(F)cc3)nc3c([nH]c4ccccc43)c2=O)c1	-29%	13%	-15%	-3	0.0	1%	-1%	.	-4%
COc1cccc(-c2c(NC(=O)c3ccco3)n(-c3ccc(C)cc3)nc(C)c2=O)c1	-10%	33%	-18%	-9	1.8	4%	-4%	3	0%
CCOc1ccc(Oc2nc(NCC(C)C)nc(N(C)C)n2)nn1	142%[activator]	10%	2%	-4	0.6	-5%	1%	-15	4%
COC(=O)c1sccc1S(=O)(=O)N1CCN(c2cccc(C)c2)C(C)C1 (stereo not given)	-9%	-9%	1%	3	2.1	1%	-1%	.	1%
Cc1cc(NC(=O)CS(=O)(=O)Cc2ccccc2)no1	-3%	-12%	0%	4	0.2	4%	0%	12	0%
CCOC(=O)COn1c(=O)c(-c2ccco2)[n+]([O-])c2ccccc21	-6%[57.4 µM]	-6%	1%	3	-0.5	2%	-2%	-22	0%
COc1ccc2cc3cc(C(=O)NC(C)C)oc3nc2c1	0%	-7%	-4%	-2	0.1	-3%	10%	5	1%
NC(CSC1(c2cccc3ccccc23)c2ccccc2-c2ccccc21)C(=O)O (stereo not given)	-28%	?	-7%	2	.	-6%	-4%	.	-12%
COc1cc([C@H]2[C@@H]3CCCC[C@]3(O)CCN2CC(=O)Nc2ccc(C)cc2C)ccc1O	0%	3%[11.4 µM]	-6%	1	29	-6%	-1%	-4	-3%
CCC(C(=O)OC)n1cnc2c(nnn2-c2cccc(OC)c2)c1=O (stereo not given)	7%	3%	1%	-7	0.2	0%	-12%	-11	2%
COCc1cc(=O)n2c(-c3ccc(C)cc3)n[nH]c2n1	285%[activator]	15%	-5%	-11	2.7	3%	2%	19	-5%
CCCC(=O)NCc1cc(-c2nn(C)c(=O)c3ccccc23)ccc1OC	1%	-23%	12%	-1	.	-4%	5%	.	-7%
Cn1cc[nH]c1=S	-14%	-12%&-15%	6%	-1&4	25	7%	-1%&-2%&-4%&-4%	-4	0%&-1%
Cc1cccn2c(=O)c3cc(S(=O)(=O)c4ccccc4)c(=N)n(Cc4ccc(F)cc4)c3nc12	-22%	-1%	-7%	-4	0.2	1%	1%	-11	-7%
COc1ccccc1C(=O)CSc1nccn1C	?	-31%	0%	-4	7.5	28%	3%	12	-1%
O=C(O)C1(P(=O)(c2ccccc2)c2ccccc2)CCC1	-4%	18%	-1%	-3	0.6	6%	1%	0	-3%
CSc1ncccc1C(=O)OCC(=O)c1ccc[nH]1	-39%	-8%	5%	1	.	-2%	0%	.	-1%
CCC(=O)Nc1cc(OC)c(NC(=O)c2ccccc2)cc1OC	-15%	15%	9%	13	1.8	-1%	-5%	5	-8%
Cc1ccc(S(=O)(=O)N2CCC(C(=O)OCC(=O)N(C)c3ccccc3)CC2)cc1C	-7%	-14%	-7%	-4	-0.2	-3%	-4%	-7	1%
O=C(NC1CCCC1)C(=O)N(Cc1cccnc1)C(C(=O)NC1CCCC1)c1ccco1 (stereo not given)	6%	-2%	6%	-2	.	4%	-4%	.	-1%
C=C(Br)Cn1c(CC(C)C)nc2ccccc21	-16%	12%	-9%	-7	-0.3	-4%	-4%	-11	3%
CCCCn1c(COc2cccc(OC)c2)nc2ccccc21	-5%	-35%	4%	4	5.6	-5%	0%	.	1%
O=C(CNC(=O)c1ccncc1)N/N=C/c1ccc(O)cc1O	-5%	2%	1%	5	0.6	-4%	-2%	4	4%
CCOc1ccc(-c2cn(-c3cccc(SC)c3)c(=O)[nH]2)cc1	?	-7%	-15%	-1	-0.9	2%	3%	-4	?
COc1ccc(/C=C2/NC(=O)CNC2=O)cc1	-1%	-11%	1%	-4	0.2	5%	-2%	-1	0%
CCCCC(=O)N(C)c1c(C)nc2ccc(C(=O)Nc3cccc(OC)c3)cn12	-1%	.	.	1	.	.	0%	.	-4%
COC(=O)[C@]1(C)N[C@H](CN(C)C(=O)C2CCCCC2)[C@@H]2C(=O)N(Cc3ccccc3)C(=O)[C@@H]21	?	17%	-1%	-7	.	-3%	-2%	.	2%
S=c1[nH]nc(-c2cc(-c3ccccc3)n[nH]2)n1/N=C/c1cccc(Cl)c1	?	?	6%	-23	0.2	8%	-1%	3	-11%
O=C(CN(C(=O)c1csnn1)c1ccccc1Cl)NC1CCCC1	-3%	10%	6%	-11	0.2	-8%	-2%	16	-1%
Nc1nnc(-c2ccccc2F)s1	24%	-13%	-4%	-2	1.0	?	11%	45*	-4%
Cc1sc2ncn3c(C)nnc3c2c1C	9%	-11%	-8%	0	1.7	-3%	-4%	-12	-1%
O=C(Nc1ccc(N2CCCCC2)cc1)c1ccc2ccccc2n1	-1%	-5%	-1%	-1	-0.1	-2%	5%	-10	2%
O=C(CCc1ccccc1)Nc1cccc(-c2nnc(-c3ccco3)o2)c1	55%[activator]	-13%	.	-2	1.3	-10%	-5%	-21	-5%
NC(=O)CSc1nc2cc([N+](=O)[O-])ccc2n1-c1cccc(C(F)(F)F)c1	-10%	-18%	-2%	-6	0.5	-12%	-3%	5	0%
CC1=C(C(=O)NCc2ccccn2)C2(CCC(C)CC2)OC1=O (stereo not given)	?	-5%	2%	1	0.3	1%	-4%	1	0%
Cc1c(C(=O)c2ccc(N(C)C)cc2)c2ccccn2c1CCC#N	?	4%	2%	0	-1.0	4%	2%	9	-16%
CC1=C(C(=O)N2CCCCCC2)CC(CC(=O)NC(c2ccccc2)c2ccccc2)C(=O)N1Cc1ccccc1 (stereo not given)	1%	.	.	-2	.	.	-3%	.	2%
Cc1nnc(SCC(=O)Nc2ccc(N3CCOCC3)cc2)n1-c1ccccc1	134%[activator]	-5%[11.4 µM]	-7%	-1	5.3	10%	-4%	-17	4%

Individual results from the results shown.
COCc1cc(=O)n2c(-c3ccc(C)cc3)n[nH]c2n1 @ Vif-A3G inh = -5%
CCOc1ccc(-c2cn(-c3cccc(SC)c3)c(=O)[nH]2)cc1 @ ERG Ets-DNA blk = 2%
O=C(O)C1(P(=O)(c2ccccc2)c2ccccc2)CCC1 @ 12-LOX inh = -4%
COC(=O)[C@]1(C)N[C@H](CN(C)C(=O)C2CCCCC2)[C@@H]2C(=O)N(Cc3ccccc3)C(=O)[C@@H]21 @ RGS4 inh = 17%
Nc1nnc(-c2ccccc2F)s1 @ Vif-A3F inh = -4%

Ordered by value in Vif-A3F inh (high to low): some entries from above.
SMILES,Vif-A3F inh
O=C(NC1CCCC1)C(=O)N(Cc1cccnc1)C(C(=O)NC1CCCC1)c1ccco1 (stereo not given),6%
Cc1nnc(SCC(=O)Nc2ccc(N3CCOCC3)cc2)n1-c1ccccc1,-7%
Cc1sc2ncn3c(C)nnc3c2c1C,-8%

(next part)
SMILES	12-LOX inh	RGS4 inh	Vif-A3F inh	LDHA block	D2 ag	ERG Ets-DNA blk	Glioma ERSR ind	D2 antagonist	Vif-A3G inh
COc1ccc(N2Cc3cccc(C(=O)Nc4ccc(F)cc4)c3C2=O)cc1	3%	-38%	-14%	-5	0.2	2%	-1%	.	-25%
Cc1cc(-c2cccnc2)c(C#N)c(SCC#N)n1	13%	-8%	-2%	-9	0.6	.	-7%	2	-4%
Cc1c(N(C(=O)c2ccccn2)C2(C(=O)NC3CCCC3)CCCCC2)c(=O)n(-c2ccccc2)n1C	3%	11%	5%	1	0.0	4%	-7%	-16	-1%
COc1cc(/C=N/Nc2nc(-c3ccc(S(=O)(=O)N(C)C)cc3)cs2)ccc1O	0%	-21%	?	-1	0.4	1%	3%	-8	-23%
COC(=O)c1ccccc1NC(=O)c1cc2c(-c3ccc(OC)c(OC)c3)nn(C)c2s1	-13%	16%	0%	-4	0.2	1%	-3%	.	2%

Screening data: PubChem BioAssay, National Center for Advancing Translational Sciences (NCATS)
